FLuc counter: qHTS profiling assay for firefly luciferase inhibitor/activator using purifed enzyme and Km concentrations of substrates (counterscreen for miR-21 project); purified FLuc, Km substrates, luminescence inhibition; AID 588342, 2011; 360,000 tested, 6.9% active; Potency, µM (top dose mostly 57.5 µM), inactives show at the highest dose activity change, negative = inhibition, usual class: inhibitors;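 note: potency is the fitted concentration of half-maximal effect; plate controls were vehicle for no effect and reference inhibitor for full effect; nearly all actives have a fitted effect of over 55% in size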
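Biochemical qHTS of compounds, final roughly 60 µM downward over six points, against 10 nM purified firefly luciferase using Km concentrations of substrates (10 uM D-luciferin, 10 uM ATP) in Tris acetate pH 7.5 buffer; luminescence output.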
NPC1 promoter act: qHTS Assay for NPC1 Promoter Activators; Huh7 NPC1 promoter luciferase reporter, 24 h; Potency, µM (titrated, usually from 9.22 µM), for the others: at the highest dose activation, usual class: activators; 320,000 tested, 2.4% active; AID 485313, 2010;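 note: potency is the fitted concentration of half-maximal effect; % of control where 0% means no effect; nearly all actives have a fitted effect of over 60% in size; reporter is driven by a mutant NPC1 promoter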
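Stably transfected Huh7 (NPC1 promoter→luciferase), 1500 cells/well in Opti-MEM + 10% FBS, 2 h settle, then compound 24 h at 37 °C. Luminescence after 10 min with Amplite reagent.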
VP16 counter: VP16 counterscreen qHTS for inhibitors of ROR gamma transcriptional activity; Drosophila S2 Gal4-VP16 UAS-luciferase, luminescence, 20 h; Potency, µM (series often up to 53.6 µM), for inactives: top-dose activity, negative = inhibition, actives largely listed as inhibitors; 310,000 tested, 3.5% active;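 note: Gal4-VP16 expression switched on by copper sulfate through the metallothionein promoter; potency is the fitted concentration of half-maximal effect; % is set by controls: 0 for no effect and ±100 for the full control effect; nearly all actives have a fitted effect of over 50% in size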
Giardia killer: Small Molecules that selectively kill Giardia lamblia: qHTS. Giardia lamblia trophozoite viability. activity change, % at 7.66 µM, hits read low. 340,000 tested, 0.15% active. AID 540267, 2011; in the data active = activity change below about -80%; inconclusive = between about -30% and that limit;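 note: parasites exposed to compound for two days anaerobically before the ATP read; % is set by controls: 0 for no effect and ±100 for the full control effect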
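Viability, read as ATP luminescence: trophozoites at 100 cells/well, compound added, 48 hrs anaerobic at 37 deg C, then 15-30 min room-temperature development before reading.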
Tb PFK inh: qHTS Assay to Find Inhibitors of T. brucei phosphofructokinase | T. brucei PFK, ADP-Glo luminescence | Potency, µM (doses to about 57.5 µM), for the others: top-dose activity, negative = inhibition, hits mostly inhibitors | 330,000 tested, 0.17% active | AID 485367, 2010;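 note: potency is the fitted concentration of half-maximal effect; 0% = uninhibited 1x PFK enzyme wells and -100% = no-enzyme wells; nearly all actives have a fitted effect of over 60% in size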
Target sequence (O15648 whole entry, looked up): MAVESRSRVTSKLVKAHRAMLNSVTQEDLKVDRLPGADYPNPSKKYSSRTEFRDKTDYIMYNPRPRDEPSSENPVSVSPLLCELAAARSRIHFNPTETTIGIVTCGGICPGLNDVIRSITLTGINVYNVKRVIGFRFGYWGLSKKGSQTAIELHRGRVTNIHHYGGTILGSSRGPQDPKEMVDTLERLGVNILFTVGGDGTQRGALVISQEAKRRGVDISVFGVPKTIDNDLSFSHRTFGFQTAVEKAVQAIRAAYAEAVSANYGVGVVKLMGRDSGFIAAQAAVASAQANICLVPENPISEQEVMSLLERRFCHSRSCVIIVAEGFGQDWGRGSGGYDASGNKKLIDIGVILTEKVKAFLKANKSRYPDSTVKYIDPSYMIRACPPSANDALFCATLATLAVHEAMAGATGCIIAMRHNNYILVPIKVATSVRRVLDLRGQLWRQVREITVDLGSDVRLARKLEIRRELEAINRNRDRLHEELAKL
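Compounds were pin-transferred as a titration series up to 57 uM into substrate buffer (0.5 mM F6P, 0.1 mM ATP, pH 8.0), then 1.25 nM PFK was added and reactions ran 45 min before ADP-Glo detection.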
RORgamma inh: qHTS for inhibitors of ROR gamma transcriptional activity; Nuclear receptor ROR-gamma (Mus musculus), P51450; Drosophila S2 Gal4-RORgamma UAS-luciferase reporter, 20 h; Potency, µM (series often up to 53.6 µM), for the others: top-dose activity change, negative = inhibition, actives largely listed as inhibitors; 310,000 tested, 5.4% active; note: potency is the fitted concentration of half-maximal effect; % is set by controls: 0 for no effect and ±100 for the full control effect; nearly all actives have a fitted effect of over 60% in size
Target sequence (P51450 whole entry, looked up, the tested form may be a part): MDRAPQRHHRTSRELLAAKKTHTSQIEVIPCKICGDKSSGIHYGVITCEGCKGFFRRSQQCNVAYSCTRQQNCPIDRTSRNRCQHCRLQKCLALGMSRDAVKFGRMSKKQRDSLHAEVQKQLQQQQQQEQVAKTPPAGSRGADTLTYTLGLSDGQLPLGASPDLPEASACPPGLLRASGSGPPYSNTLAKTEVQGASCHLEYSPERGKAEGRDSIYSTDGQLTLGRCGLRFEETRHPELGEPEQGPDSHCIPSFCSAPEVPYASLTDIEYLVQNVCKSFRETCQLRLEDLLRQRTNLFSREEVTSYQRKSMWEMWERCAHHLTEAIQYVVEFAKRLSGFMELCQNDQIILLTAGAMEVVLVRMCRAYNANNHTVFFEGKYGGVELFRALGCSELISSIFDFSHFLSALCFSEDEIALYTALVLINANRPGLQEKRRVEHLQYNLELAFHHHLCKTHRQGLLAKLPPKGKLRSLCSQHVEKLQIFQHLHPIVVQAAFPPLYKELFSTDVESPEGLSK
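Read-out: Photinus luciferase luminescence; inhibitors lower reporter signal. Insect Schneider cells with Gal4-ROR gamma fusion under metallothionein promoter, UAS reporter; 700 uM final copper sulfate induction, 20 hr, ambient temperature.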
Coupling enz: qHTS Assay for Inhibitors of Fructose-1,6-bisphosphate Aldolase from Giardia Lamblia: Coupling assay counterscreen | coupling enzyme system counterscreen, AmpLite Red fluorescence | activity change, negative = inhibition, % at 58.2 µM, hits read low | 290,000 tested, 0.67% active; in the data active = activity change below about -30%; note: % is set by controls: 0 for no effect and ±100 for the full control effect
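Coupling enzymes only (glyceraldehyde-3-phosphate) + compound, at 57.5 uM final, 10 min RT; add substrate/coupling/AmpLite Red mix, 20 min RT; fluorescence ex 525/em 598 nm. Actives flag coupling-system interference.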
KCNH2 3.1 inh: qHTS for Inhibitors of KCHN2 3.1: Mutant qHTS | Potassium voltage-gated channel subfamily H member 2, brain isoform KCNH2 3.1 (human) | U2OS KCNH2 3.1, thallium flux FluxOr; stronger effect = lower value | activity change, % (tested at about 1.8 µM) | 340,000 tested, 0.95% active | AID 720553, 2013;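 active = maximum activity change below -70%; inconclusive = maximum activity change from -70% to -50%; inactive = maximum activity change above -50%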;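 note: thallium influx rate constant from kinetic fluorescence after stimulation buffer; % is set by controls: 0 for no effect and ±100 for the full control effect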
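Thallium flux read-out: FluxOr dye with Red40 quencher in HBSS/HEPES, 45 min at RT. Rate constants from kinetic reads were normalized to positive and negative DMSO controls. Cells: U2OS virally expressing the 3.1 isoform.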
uPA surface inh: qHTS for Inhibitors of Cell Surface uPA Generation; cell surface uPA generation assay, qHTS; Potency, µM (doses to about 38.3 µM), inactives show at the top dose activity change, negative = inhibition, actives largely listed as inhibitors; 330,000 tested, 0.31% active; AID 540303, 2011; active = well fitted inhibition curve with a large enough effect; inconclusive = small, poorly fitted or top-dose-only effect; inactive = no such curve, though single readings can be large or run the other way; tested in mouse RAW 264.7 cells; note: potency is the fitted concentration of half-maximal effect; % is set by controls: 0 for no effect and ±100 for the full control effect; nearly all actives have a fitted effect of over 55% in size
ELG1 genotox: qHTS screen for small molecules that induce genotoxicity in human embryonic kidney (HEK293T) cells expressing luciferase-tagged ELG1 | HEK293T ELG1-luciferase reporter, luminescence, 16 h | 330,000 tested, 1.3% active | Potency, µM (highest dose often 46 µM), without a hit: top-dose activity change, positive = activation, actives largely listed as activators; note: potency is the fitted concentration of half-maximal effect; % of control where 0% means no effect; nearly all actives have a fitted effect of over 60% in size
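DMSO vehicle served as control against compound-treated ELG1-luciferase HEK293T cells; exposure lasted 16 hr at 37 °C and 5% CO2, followed by ONE-Glo luminescence detection after 30 min.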
Rab9 prom act: qHTS Assay for Rab9 Promoter Activators; Huh7 Rab9 promoter-luciferase reporter, luminescence, 24 h; Potency, µM (top dose mostly 9.22 µM), without a hit: at the highest dose activation, negative = inhibition, usual class: activators; 320,000 tested, 2.8% active; AID 485297, 2010; note: potency is the fitted concentration of half-maximal effect; % of control where 0% means no effect; nearly all actives have a fitted effect of over 60% in size
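Stable Rab9-luc Huh7, 1500 cells/well, 2 h settle; cmpd in DMSO, 24 h, 37 °C/5% CO2; luciferase reagent 10 min RT; luminescence.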
* hit, by the source's call; ? = inconclusive; . = no result given; & = joins results of further samples; [ ] = another dose, or the depositor's remark. Unless noted, calls come from the whole dose curve; as a rule, active = well fitted curve in the direction sought with a large enough effect; inconclusive = small, poorly fitted or top-dose-only effect, or another doubt; inactive = no such curve, though single readings can be large; an effect the other way counts as inactive or inconclusive.

SMILES | FLuc counter | NPC1 promoter act | VP16 counter | Giardia killer | Tb PFK inh | RORgamma inh | Coupling enz | KCNH2 3.1 inh | uPA surface inh | ELG1 genotox | Rab9 prom act
C/C(Nc1ccc(F)cc1)=C(/C#N)C(N)=O | 4% | 0% | -3% | -9 | 0% | 0% | 1 | -9 | 3% | 5% | 4%
Cc1cc(C(=O)CCl)c(C)n1Cc1ccco1 | ? | -7% | 18µM* | 24 | 2% | 7.9µM* | -1 | -14 | -7% | -17% | -12%
NC(=O)COc1ccc(=O)n(-c2ccccc2)n1 | 5% | -3% | 8% | -29 | 1% | -9% | 0 | -6 | -7% | -1% | -5%
CCOc1ccccc1NC(=O)CCCc1ccc(OC)c(C)c1 | 0% | -3% | -5% | 5 | 1% | 36% | -8 | 2 | -13% | 6% | -2%
COc1cccc(S(=O)(=O)NCC(=O)N2CCCCCC2)c1 | 0% | -3% | 1% | 13 | -6% | -18%[1.91 µM] | -1 | -2 | -10% | 0% | -1%
Cc1ccc2c(C(=O)CN3CCN(C(=O)c4ccco4)CC3)c(C)[nH]c2c1 | -1% | 2% | -8% | -1 | 0% | ? | 0 | -9 | 0% | -1% | -4%
Cc1ccc(NC(=O)c2ccccc2NC(=O)c2cccs2)cc1 | ? | -9% | -6% | -12 | 0% | ? | 2 | -11 | 2% | 4% | 4%
COC(=O)/C=C/S(=O)(=O)c1ccc(NC(C)=O)cc1 | -8% | -16% | 5µM* | 7 | -13% | 5µM* | 3 | -10 | -1% | ? | -33%[inhibitor]
Cc1ccc(NC(=O)C(C)OC(=O)CCNS(=O)(=O)c2ccc(C)cc2)cc1 (centres undefined) | 2% | -2% | 0% | 41[activator] | 4% | 14% | 3 | -6 | 1% | 1% | -3%
CCNc1nc(NC(C)C)nc(OCCOC(=O)Nc2ccccc2)n1 | ? | 3% | 7% | -4 | -1% | ? | 5 | -2 | -14% | -1% | 17%
N#CNC(=Nc1cccc(F)c1)SCc1ccccc1F | -3% | -2% | ? | -21 | -3% | -2%[10 µM] | 6 | -8 | 13µM* | -2% | -4%
COc1cccc2c1OC1(C)CC2NC(=O)N1c1cccc(C(=O)N2CCN(c3ccccc3)CC2)c1 (centres undefined) | 2% | -2% | -8%[10 µM] | 12 | -3% | 19% | 2 | 2 | 3% | -13% | -4%
CCOC(=O)Nc1ccc(C)cc1Br | ? | 5% | 14% | -5 | 2% | 41% | 0 | -6 | 2% | -2% | 1%
Brc1cccc(OCCN2CCc3ccccc3C2)c1 | -2% | 0% | -9% | 12 | -10% | 28% | 0 | ? | -17% | 2% | -3%
CN(C)c1ccc(CN(CC2CCCO2)C(=O)c2cc3ccccc3o2)cc1 (centres undefined) | -1% | 0% | . | -24 | 0% | . | . | -4 | 2% | -4% | -4%
CN1CCN(/N=C/c2ccc(Cl)c(Cl)c2)CC1 | 19µM* | ? | 6% | -11 | 0% | -8% | 4 | -25 | -1% | ? | ?
CCOc1cc(/C=C2\CN(C)C/C(=C\c3ccc(O)c(OCC)c3)C2=O)ccc1O | -17% | -48%[inhibitor] | ? | -16 | -1% | ? | 0 | -21 | -16% | -25% | -55%[inhibitor]
O=C(Nc1ccc(N2CCOCC2)nc1)c1ccc(C(F)(F)F)cc1 | -3% | -26% | 7% | 15 | -1% | -1% | 0 | 15 | -5% | -2% | -19%
Cc1ccc(C)c(NC(=O)c2cc3ccccc3o2)c1 | 13µM* | ? | 4% | -8 | 0% | 31% | -1 | 0 | -22% | 17% | 4µM*
O=[N+]([O-])c1cc(Cl)ccc1Sc1ccccn1 | 0% | -2% | -8% | -11 | -5% | -14% | -10 | 3 | -6% | 2% | -2%
O=C(COC(=O)C1CC(=O)N(Cc2ccccc2)C1)Nc1ccc(Cl)cc1F (centres undefined) | -3% | -6% | 5% | -7 | -2% | 8% | 2 | 4 | 0% | 7% | -1%
CC[C@@H](C)CN1C(=O)N[C@@H](CCc2ccccc2)C(C(C)=O)=C1C | 0% | -6% | 8% | -13 | 3% | -5% | 0&3&1 | 6 | -2% | 0% | -1%
Fc1ccccc1-c1nc2nc3ccccc3nc2n1CC1CCCO1 (centres undefined) | -8% | -4% | -2% | 15 | -8% | 4% | 4 | -2 | -2% | 0% | -1%
Cc1cccc(C2Nc3ccccc3C(=O)N2NC(=O)c2ccc([N+](=O)[O-])cc2)n1 (centres undefined) | 1% | 1% | 0% | -10 | -2% | -3% | 1 | -2 | -2% | 0% | -10%

Some values from the results shown:
Coupling enz, `O=C(Nc1ccc(N2CCOCC2)nc1)c1ccc(C(F)(F)F)cc1` stands at 0
Tb PFK inh, `CN(C)c1ccc(CN(CC2CCCO2)C(=O)c2cc3ccccc3o2)cc1` (centres undefined) stands at 0%

Other structures follow.
SMILES | FLuc counter | NPC1 promoter act | VP16 counter | Giardia killer | Tb PFK inh | RORgamma inh | Coupling enz | KCNH2 3.1 inh | uPA surface inh | ELG1 genotox | Rab9 prom act
O=C(COc1ccc(F)cc1)N1c2ccccc2CCc2ccccc21 | 1% | 5% | -12% | 5 | -6% | 41% | -1 | 7 | ? | -8% | -2%
Nc1nc(N)nc(-c2ccccc2)n1 | -2% | 0% | . | 5 | -1% | 7%[0.365 µM] | 3 | 10 | 7% | 0% | 2%
O=C(Nc1cccc(S(=O)(=O)N2CCCCC2)c1)C1CC(=O)N(Cc2ccccc2)C1 (centres undefined) | 3% | -4% | . | -28 | -3% | . | . | -7 | -32% | 0% | -3%
O=C1C(NS(=O)(=O)c2cccs2)=C(N2CCN(c3cccc(C(F)(F)F)c3)CC2)C(=O)c2ccccc21 | -12% | -2% | 13% | -15 | -7% | -1% | -28 | -8 | 4% | -15% | -1%
O=C(N1CCCC1)N1CCN(S(=O)(=O)c2ccccc2)CC1 | -1% | -5% | 1% | -13 | 0% | -3% | 1 | -14 | 1% | -4% | 1%
COc1cc(/C=N\Nc2ccc([N+](=O)[O-])cn2)ccc1OCC(=O)O | -17% | 1% | 17% | . | 10% | -4% | -8 | . | . | 0% | -1%
O=C(NCc1ccccc1Cl)C1CCC(CNc2c(N3CCOCC3)c(=O)c2=O)CC1 (centres undefined) | 2% | 2% | -8% | -4 | -5% | -20% | 0 | -8 | 2% | 0% | 4%
CC1(C)CC2CC(C)(CN2S(=O)(=O)c2cccc(C(N)=O)c2)C1 (centres undefined) | 0% | -1% | . | ? | 0% | . | . | 18 | 15% | 0% | 2%
Cc1ccccc1-c1nc(CN2CCC(C(=O)NCc3cccnc3)CC2)c(C)o1 | 0% | 2% | -7% | 1 | -1% | -42% | 10 | -12 | . | -5% | 1%
COc1cc(C2/C(=C(/O)c3ccccc3)C(=O)C(=O)N2c2ccccn2)ccc1O (centres undefined) | 2% | -6% | 0% | -16 | -6% | 2% | 2 | 28 | -3% | 0% | 0%
Nc1ccccc1NC(=O)NC(=O)c1ccccc1 | 11µM* | ? | 2% | 6 | -5% | 3%[1.91 µM] | 2 | -2 | -10% | ? | 2.2µM*
CCOC(=O)C1CCCN(C(=S)Nc2ccc(OC)cc2)C1 (centres undefined) | -3% | 1% | 0% | 22 | 3% | -33% | 1 | -3 | 4% | -2% | 0%
COc1ccc(CNS(=O)(=O)c2c(C)[nH]c(C)c2C(=O)N2CCCCC2)cc1 | 3% | -6% | 6% | 7 | -4% | -3% | 1 | 3 | 3% | 1% | -1%
CCn1c(N)c(C(=O)NCC2CCCO2)sc1=S (centres undefined) | -18% | 2% | 0% | 22 | ? | 3% | -1 | -10 | 1% | 1% | -10%
CC(Sc1nnc(CNC(=O)c2ccccc2F)n1C)C(=O)Nc1nccs1 (centres undefined) | 3% | -6% | -15% | 38[activator] | -4% | 44% | 0 | -211* | 0% | -5% | -2%
Cc1c(S(=O)(=O)N2CCN(c3ccccc3)CC2)c(=O)n(C)c(=O)n1C | 1% | 0% | 5% | 26 | -5% | -10% | 3 | 5 | -4% | 1% | -2%
COC(=O)c1cc2ccc(OC)cc2c2cc(OC)c(OC)cc12 | . | . | . | 1 | 2% | . | . | 4 | -15% | -6% | .
CCOC(=O)[C@@H]1[C@H]2COc3cc(OC)ccc3[C@@H]2N2C(=O)N(c3cccc(C)c3)C(=O)[C@@]12C | -2% | 9% | -2% | 14 | 2% | ? | -2 | . | 9% | 0% | 5%
